# PREPL inhibitor = inhibits the human prolyl oligopeptidase-like enzyme. recombinant PREPL, fluorescence polarization activity-based probe. actives 0.68% (n = 320,000). inhibition, % at 5.96 µM. AID 2751; in the data active means inhibition above about 43%;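 further: 0% = enzyme with DMSO and 100% = wells lacking enzyme; many of its hits are not listed in these tables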
# PP1 inh = PP1-alpha (human) inhibition in PP5 counter-screen. P62136. purified PP1alpha, OMFP fluorescence. inhibition, % at 6.7 µM. actives 0.9% (n = 320,000). AID 2235;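 active means inhibition above the mean inhibition of all tested compounds plus 3 SD, computed separately for each screening campaign, cut at about 15% in these data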
# Target sequence (P62136 whole entry, looked up): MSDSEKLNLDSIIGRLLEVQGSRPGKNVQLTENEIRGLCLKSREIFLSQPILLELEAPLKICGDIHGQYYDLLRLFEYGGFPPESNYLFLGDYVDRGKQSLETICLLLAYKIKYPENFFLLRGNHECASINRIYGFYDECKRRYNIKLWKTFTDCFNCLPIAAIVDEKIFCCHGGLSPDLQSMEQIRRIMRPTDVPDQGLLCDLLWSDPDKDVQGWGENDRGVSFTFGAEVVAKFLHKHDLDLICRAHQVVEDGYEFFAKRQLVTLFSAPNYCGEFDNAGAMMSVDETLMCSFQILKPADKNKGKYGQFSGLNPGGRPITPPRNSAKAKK
# core dimer inh = HCV core protein dimerization inhibition; TR-FRET GST/Flag-core106 dimerization, 1536-well; inhibition, % at 5 µM; actives 0.33% (n = 300,000); AID 1899;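 active means inhibition above the mean of all tested compounds plus 3 SD, set per screening campaign, cut at about 45% in these data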
#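 Test system: GST/Flag-tagged HCV core106 proteins; Medium: KF-containing HEPES buffer, pH 7.45, DTT, CHAPS, BSA; Times: compound-protein-antibody incubation 4 h at 22.5 °C; Detection: TR-FRET 671 and 617 nm emission; Benchmarks: wells lacking GST-core106 and wells with excess unlabelled core106.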
# Efflux pump mplx = blocks antifungal efflux pumps in multiplex yeast assay; S. cerevisiae Candida pump triplex, Nile Red efflux; inhibition, % at 10 µM; AID 485275; actives 0.44% (n = 330,000);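 active means plate passing quality check with inhibition over a set limit, or well fluorescence over plate mean plus 4 SD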;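 further: Nile Red retained in pooled yeast measured as flow cytometry median fluorescence; 0% = buffer negative control and 100% = Enniatin B positive control; higher means more Nile Red kept so more efflux inhibition; some compounds called inactive have numbers as strong as hits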
# ZTA counter = ZTA (EBV) inhibition in EBNA-1 counter-screen; ZTA-DNA binding, fluorescence polarization; inhibition, % at 11 µM; AID 2234; P03206; actives 0.15% (n = 320,000); in the data active means inhibition above about 33%
# Target sequence (P03206 whole entry, looked up): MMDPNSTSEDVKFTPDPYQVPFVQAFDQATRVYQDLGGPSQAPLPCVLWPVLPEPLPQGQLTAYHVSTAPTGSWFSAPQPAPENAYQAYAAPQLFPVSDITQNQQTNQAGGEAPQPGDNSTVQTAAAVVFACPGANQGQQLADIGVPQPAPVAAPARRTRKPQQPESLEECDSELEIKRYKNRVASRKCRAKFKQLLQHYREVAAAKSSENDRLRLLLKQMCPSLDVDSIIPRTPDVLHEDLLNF
# TPT1 inhibitor = inhibitors of Candida albicans tRNA 2'-phosphotransferase TPT1; actives 0.81% (n = 300,000); inhibition, % at 5 µM; AID 1962; recombinant caTPT1, FP RNA substrate dephosphorylation;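 active means inhibition above the mean of all tested compounds plus 3 SD, set per screening campaign, cut at about 24% in these data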;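 further: plate controls were DMSO alone for no effect and ferristatin control at 100 nM for full effect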
# EBNA-1 inhibitor = blocks EBNA-1 binding to DNA; AID 1950; EBNA-1 DNA binding, fluorescence polarization; inhibition, % at 14.8 µM; actives 0.34% (n = 300,000); in the data active means inhibition above about 28%
# CTSL1 counter = counter-screen for PFM18AAP inhibitors: inhibitors of F. hepatica cathepsin L1 | recombinant F. hepatica cathepsin L1, Z-Leu-Arg-MCA fluorescence | inhibition, % at 5.96 µM | actives 0.49% (n = 300,000);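 active means inhibition above the mean of all tested compounds plus 3 SD, set per screening campaign, cut at about 17% in these data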;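 further: 0% = plate median of test compound wells and 100% = 1 µM Z-Phe-Ala-diazomethylketone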
# PP5 inh = inhibitors of human protein phosphatase 5 (PP5). inhibition, % at 6.7 µM. actives 0.18% (n = 320,000). P53041. purified PP5c, OMFP substrate fluorescence;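 active means inhibition above the campaign's mean inhibition across all tested compounds plus 3 SD, cut at about 9.5% in these data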;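 further: 0% = DMSO only and 100% = 100 µM cantharidin control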
# Target sequence (P53041 whole entry, looked up): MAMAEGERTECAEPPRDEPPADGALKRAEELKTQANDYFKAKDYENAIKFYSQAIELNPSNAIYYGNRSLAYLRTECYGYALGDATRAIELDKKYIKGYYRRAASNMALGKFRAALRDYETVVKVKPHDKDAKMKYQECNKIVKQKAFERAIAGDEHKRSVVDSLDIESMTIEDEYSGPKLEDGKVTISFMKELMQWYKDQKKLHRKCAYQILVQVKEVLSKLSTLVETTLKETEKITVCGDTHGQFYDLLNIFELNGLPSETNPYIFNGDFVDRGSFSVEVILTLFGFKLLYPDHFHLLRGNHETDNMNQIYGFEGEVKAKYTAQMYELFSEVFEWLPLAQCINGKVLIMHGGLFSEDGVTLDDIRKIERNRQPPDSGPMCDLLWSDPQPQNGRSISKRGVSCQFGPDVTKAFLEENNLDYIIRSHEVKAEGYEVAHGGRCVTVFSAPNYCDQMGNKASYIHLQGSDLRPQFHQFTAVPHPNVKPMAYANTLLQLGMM
# * hit, by the source's call; . = no result given. The list is partial (hit frequency here may not be typical).
1	Cc1c(Cc2ccccc2)c(=O)oc2c(C)c(OCC(=O)Nc3ccc(C#N)cc3)ccc12
2	COc1ccc(OC)c(C2C(C(C)=O)=C(C)Nc3ncnn32)c1 (centres undefined)
3	CCn1c(SCC(=O)c2cc(OC)ccc2OC)nnc1C(C)C
4	CCC(=O)N1CCc2cc(Br)cc(S(=O)(=O)N3CCC(C(=O)NC(C)C)CC3)c21
5	c1ccc(-n2nnnc2OCCOc2nnnn2-c2ccccc2)cc1
6	Cc1ccc(N(C)S(=O)(=O)c2cc3c(cc2C)NC(=O)CO3)cc1
7	O=C(Nc1ccc(Br)cc1F)c1cccnc1
8	CNC(=O)C1CC(=O)N(Cc2ccccc2)C(=Nc2ccc(OC)cc2)S1 (centres undefined)
9	Cc1ccc(C(C2=C(O)CC(C)(C)CC2=O)C2C(=O)CC(C)(C)CC2=O)o1 (centres undefined)
10	CCOc1ccc(CCNC(=O)COC(=O)c2ccc(C)s2)cc1OCC

screen / no.,1,2,3,4,5,6,7,8,9,10
PREPL inhibitor,11,6,14,1,1,6,-1,-5,11,8
PP1 inh,1,-4,-2,1,-2,-2,-4,-2,15,-2
core dimer inh,0,8,5,-5,-4,20,-3,1,6,2
Efflux pump mplx,0.3,0.0,0.0,0.0,0.0,-0.2,0.0,0.0,0.2,0.0
ZTA counter,-1,16,25,-5,15,8,-7,-8,8,0
TPT1 inhibitor,-3,-4,-1,-4,-1,2,2,-4,-2,-2
EBNA-1 inhibitor,-1,-8,8,3,5,-7,18,9,-4,-6
CTSL1 counter,8,-6,-3,-10,2,-3,4,-1,2,1
PP5 inh,-0.2,-1.1,0.3,1.1,-1.0,0.6,-1.7,-1.0,2.4,3.2

11	CC(=O)Nc1ccc(NC2=Nc3ccccc3N3C2=Nc2c(c(C)nn2-c2ccccc2)C3c2ccccc2)cc1 (centres undefined)
12	COc1cc(CCC(=O)N2CCN(c3ccccc3)CC2)cc(OC)c1OC
13	COc1ccc(NC(=O)Cn2nnc(C(=O)NCc3cccs3)c2N)cc1OC
14	COc1ccc(NC(=O)c2cc(OC)c(OC)c(OC)c2Br)cc1OC
15	COCCCNC(=S)N/N=C/c1ccc(OC)c(Br)c1
16	Cc1cc(O)c(C(=O)/C=C/c2c(F)c(F)c(F)c(F)c2F)c(=O)o1
17	O=C(NC1CCN(c2ncccn2)CC1)c1cccc(F)c1
18	COc1cc(CNCc2ccc(SC)cc2)cc(OC)c1
19	Cc1ccc(S(=O)(=O)N2CCC(C(=O)NNC(=O)c3ccccc3O)CC2)cc1C
20	COc1ccc(S(=O)(=O)N2CCCC(C(=O)NCCC(C)C)C2)cc1 (centres undefined)

screen / no.,11,12,13,14,15,16,17,18,19,20
PREPL inhibitor,1,21,-2,-3,-1,-5,1,-6,6,-6
PP1 inh,-2,-3,3,0,-4,1,-2,0,1,0
core dimer inh,1,2,-2,-5,0,29,-3,4,1,1
Efflux pump mplx,0.2,0.1,0.0,-0.1,0.1,-0.5,4.1,-0.1,0.1,0.1
ZTA counter,-13,13,-8,-8,-11,-21,-14,16,5,14
TPT1 inhibitor,1,-3,1,-2,2,44*,-2,-1,-4,0
EBNA-1 inhibitor,-5,0,-16,3,-6,-6,-5,-3,-2,0
CTSL1 counter,-2,-2,-1,0,3,5,3,0,4,-2
PP5 inh,-0.2,-0.2,4.3,-0.1,1.4,-6.1,0.3,-2.9,5.0,1.0

# Single entries from above.
# compound 18 @ PP1 inh = 0
# compound 17 @ EBNA-1 inhibitor = -5

# The listing continues:
21	COc1ccc(/C=C/C(=O)c2ccc[nH]2)cc1OC
22	COc1ccc(N(CC(=O)NCCSC2CCCCC2)S(=O)(=O)c2ccccc2)cc1OC
23	CCCn1c(=N)c(S(=O)(=O)c2ccccc2)cc2c(=O)n3ccccc3nc21
24	COc1ccccc1N1CCN(C(=O)c2cc(-c3ccc(Cl)c(Cl)c3)on2)CC1
25	N#Cc1cccc(S(=O)(=O)NCc2nnc3ccccn23)c1
26	COc1ccc(CN(CC(=O)NC2CCCC2)C(=O)CCC(=O)Nc2cc(C)on2)cc1
27	Cn1nc(-c2ccc(Cl)cc2)c2cc(C(=O)NC3CC3)sc21
28	O=C(O)c1nn2c(C(F)(F)F)cc(-c3cccs3)nc2c1Cl
29	O=C(Nc1cccc(-c2cn3ccccc3n2)c1)c1cc2ccccc2oc1=O
30	Cc1c(O)c(CN2CCCCC2)cc2c1oc(=O)c1ccccc12

screen / no.,21,22,23,24,25,26,27,28,29,30
PREPL inhibitor,3,9,-1,0,-2,1,-30,1,1,-1
PP1 inh,-9,-1,-1,11,-2,0,-1,0,24*,-4
core dimer inh,1,6,6,-2,.,-6,4,2,14,1
Efflux pump mplx,-0.1,0.4,-0.2,-0.1,0.2,0.0,0.1,-0.2,0.1,0.2
ZTA counter,-30,-9,9,8,-1,-8,-10,-1,36*,-5
TPT1 inhibitor,-4,-1,-1,1,.,-9,-2,0,-3,-2
EBNA-1 inhibitor,-1,-2,1,0,.,7,3,-3,6,-7
CTSL1 counter,11,6,-4,0,.,-3,0,1,1,2
PP5 inh,1.9,1.8,0.4,-0.7,-1.0,1.6,1.6,-1.3,2.1,2.3

31	CCN(CC)CCOc1nc(C)nc2c1oc1ccccc12
32	O=C(NCc1ccccc1)c1cc[n+]([O-])cc1
33	COc1ccc(-c2cc(C3CC3)nc3sc(C#N)c(N)c23)cc1
34	COc1ccc(-c2ccc(SCC(=O)Nc3cccc(C(C)=O)c3)nn2)cc1OC
35	Cc1cc(C(=O)c2cnc(/N=C/N(C)C)s2)c(F)cc1Cl
36	CCN(CC)S(=O)(=O)c1ccc(Cl)nc1
37	CCOC(=O)C1CCN(C(=O)CCn2c(=O)c3cccn3c3cccnc32)CC1
38	CCOC(=O)c1c(NC(C)=O)sc2c(O)c(Br)cc(Br)c12
39	CCn1c(SC(C)C)nnc1-c1c[nH]c2ccccc12
40	NC1=NC(=O)/C(=C\c2ccc(-c3ccc(Cl)cc3)o2)S1

screen / no.,31,32,33,34,35,36,37,38,39,40
PREPL inhibitor,-5,-6,15,-4,8,-6,-3,-6,-12,10
PP1 inh,-1,0,-4,-1,-2,-9,-2,3,3,2
core dimer inh,1,10,10,-2,8,0,7,-10,-10,-19
Efflux pump mplx,0.0,-0.1,0.2,0.0,0.0,0.3,0.0,-0.3,-0.2,-0.1
ZTA counter,18,9,2,3,-1,0,4,-19,6,-6
TPT1 inhibitor,1,-2,0,4,-1,-3,1,0,0,-1
EBNA-1 inhibitor,7,7,1,3,-3,-7,-3,12,5,-16
CTSL1 counter,0,1,0,0,3,-5,-7,2,-3,0
PP5 inh,-3.0,0.5,4.7,3.7,0.1,0.7,-1.6,2.3,0.1,2.3

41	CCn1cc(C(=O)OCc2ccc(F)cc2)c(=O)c2ccc(C)nc21
42	Cc1ccc(Nc2nnc(-c3ccc(N4CCOCC4)c([N+](=O)[O-])c3)c3ccccc23)cc1
43	Cc1ccc(F)cc1NC(=O)CSc1nnc(CNC(=O)c2ccco2)n1C
44	COc1cc(OC)c(NC(=O)/C=C/C(=O)O)cc1Cl
45	C/C(=N\NC(=S)Nc1ccccc1)C1Cc2ccccc2C(=O)O1 (centres undefined)
46	c1cc2ccc3ccc(CN4CCOCC4)c4ccc(c1)c2c34
47	CCOc1ccc(CNC(=O)Cn2nc(C)n3nc(-c4ccccc4)cc3c2=O)cc1
48	COC(=O)c1ccc2c(=O)n(Cc3ccc(C(=O)NCCCN4CCOCC4)cc3)c(=S)[nH]c2c1
49	N#CCN1CCN(CC(=O)Nc2cccc3ccccc23)CC1
50	CCn1c(SCC(=O)c2ccc(NC(C)=O)c(OC)c2)nnc1-c1ccc(NS(C)(=O)=O)cc1

screen / no.,41,42,43,44,45,46,47,48,49,50
PREPL inhibitor,24,28,6,5,-7,15,-13,0,12,8
PP1 inh,7,5,-1,-5,-1,-1,-3,-5,-4,2
core dimer inh,9,20,-1,3,0,-2,12,5,6,-6
Efflux pump mplx,-0.1,0.0,0.0,0.0,-0.1,1.1*,0.0,-0.1,0.0,0.6
ZTA counter,-18,0,19,-5,-12,-6,2,16,0,11
TPT1 inhibitor,0,1,1,-2,-1,-3,-4,-2,1,1
EBNA-1 inhibitor,6,0,13,4,-1,0,7,5,-7,-6
CTSL1 counter,7,-5,4,3,-4,2,1,2,-1,0
PP5 inh,4.5,6.0,3.7,2.8,1.3,2.5,0.5,1.7,2.4,0.6

# The last two compounds of the part before are carried over, then new ones follow.
49	N#CCN1CCN(CC(=O)Nc2cccc3ccccc23)CC1
50	CCn1c(SCC(=O)c2ccc(NC(C)=O)c(OC)c2)nnc1-c1ccc(NS(C)(=O)=O)cc1
51	COc1ccc(C2=NN(C(=O)C(O)c3ccccc3)C(O)(C(F)(F)F)C2)cc1 (centres undefined)
52	Cc1ccc2cccc(OCC(=O)Nc3ccc(N4CCOCC4)cc3)c2n1
53	Cc1ccc(S(=O)(=O)N(C)CC(=O)Nc2nnc(CC(C)C)s2)cc1
54	Fc1ccc(NC(=S)N2CCOCC2)cc1Cl
55	CCOC(=O)c1ccc(NC(=O)N2CCN(C(=O)C3CCCO3)CC2)cc1 (centres undefined)
56	O=C(NCC1CC1)c1ccc(Nc2nc3ccc(Br)cc3[nH]2)cc1
57	Cc1ccc(C(=O)N[C@H](C(=O)Nc2sccc2C(N)=O)C(C)C)cc1
58	NC(=O)C1(N2CCCCC2)CCN(C(=O)CSc2nc3ccccc3[nH]2)CC1
59	COc1ccc(NC(=O)c2cc(S(=O)(=O)N(Cc3ccccc3)c3ccccc3)ccc2Cl)cn1
60	CCn1cnc2c1c(=O)n(CC(=O)NCC(C)C)c(=O)n2Cc1ccccc1
61	COc1ccc2sc(N(CCCN(C)C)C(=O)c3ccc(S(=O)(=O)N4CCc5ccccc5C4)cc3)nc2c1
62	OC1(CN2CCOCC2)C2CN3CCN(C2)CC1(c1ccccc1)C3 (centres undefined)
63	CCN(CC)CCN(C(=O)CCS(=O)(=O)c1ccccc1)c1nc2c(C)cc(C)cc2s1

screen / no.,49,50,51,52,53,54,55,56,57,58,59,60,61,62,63
PREPL inhibitor,12,8,7,8,4,7,11,20,5,5,-5,1,-12,26,17
PP1 inh,-4,2,2,-1,1,-2,5,0,-1,-2,4,4,7,-4,0
core dimer inh,6,-6,2,-3,-2,-4,0,3,-3,-2,9,-1,-4,-11,-2
Efflux pump mplx,0.0,0.6,-0.1,-0.1,0.1,0.0,0.0,0.1,0.0,0.0,-0.6,0.0,0.0,0.3,-16
ZTA counter,0,11,2,-6,-3,-22,-13,10,-7,6,2,-10,11,-1,12
TPT1 inhibitor,1,1,-2,2,2,-3,-1,2,1,-4,-2,-1,-6,1,1
EBNA-1 inhibitor,-7,-6,8,3,0,0,-9,7,-15,-7,3,-20,-1,-3,4
CTSL1 counter,-1,0,1,-8,-2,3,4,-2,1,1,2,-2,2,2,40*
PP5 inh,2.4,0.6,1.3,-0.6,1.3,-3.2,1.1,1.4,0.5,-0.9,1.9,1.7,1.3,-3.7,1.6

# Five compounds from above, ordered by their value in EBNA-1 inhibitor, falling:
cpd	SMILES	EBNA-1 inhibitor
14	COc1ccc(NC(=O)c2cc(OC)c(OC)c(OC)c2Br)cc1OC	3
54	Fc1ccc(NC(=S)N2CCOCC2)cc1Cl	0
1	Cc1c(Cc2ccccc2)c(=O)oc2c(C)c(OCC(=O)Nc3ccc(C#N)cc3)ccc12	-1
36	CCN(CC)S(=O)(=O)c1ccc(Cl)nc1	-7
57	Cc1ccc(C(=O)N[C@H](C(=O)Nc2sccc2C(N)=O)C(C)C)cc1	-15

# Screening data: PubChem BioAssay, several laboratories
